Assay outcomes: PubChem, National Center for Advancing Translational Sciences (NCATS)
Glioma ERSR ind: inducers of ER stress response in human glioma cells. Potency, µM, for inactives: at the highest dose activation, usual class: activators. 420,000 compounds, 0.02% hits. U87-MG GRP78 promoter luciferase reporter, 16 h. AID 602332; further: potency means the concentration at half of the fitted maximal effect; series mostly up to about 76 µM; % of control where 0% means no effect; nearly all actives have a fitted effect of over 35% in size
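Stably transfected U87-MG glioma cells carrying a GRP78-based luciferase sensor; 16 h compound incubation. Luminescence end-point read 10 min after Bright-Glo addition at room temperature.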
LDHA block: LDHA (human) enzyme inhibition | 480,000 compounds, 0.15% hits | activity change, % (values are at about 110 or 230 µM) | AID 1347041 | purified LDHA, NADH/diaphorase-resazurin fluorescence; active compounds read low | P00338; in the data active means activity change below about -30%; inconclusive means mostly about -25% to -30%;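 further: plate controls were DMSO wells for no effect and wells without enzyme for full effect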
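Remaining NADH was detected by diaphorase (0.133 mg/mL) converting 37 µM resazurin to fluorescent resorufin, read at 0 and 20 minutes. The preceding 5-minute room-temperature reaction used 2 nM LDHA, 0.2 mM sodium pyruvate and 0.06 mM NADH at pH 7.4.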
Vif-APOBEC3G blk: blocks the Vif interaction with human APOBEC3G. 410,000 compounds, 0.076% hits. AID 602310. Potency, µM (series often up to 46.1 µM), inactives show top-dose activity, negative = active, usual class: inhibitors. Q9HC16. HeLa A3G-eYFP + Vif (tagged APOBEC3G with the HIV-1 protein that degrades it), YFP fluorescence, overnight;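 further: potency means the concentration at half of the fitted maximal effect; on the % scale 0 is the no-effect control and ±100 the full control effect; nearly all actives have a fitted effect of over 60% in size; hits raise eYFP signal because A3G escapes Vif-driven loss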
Target sequence (Q9HC16 whole entry, looked up): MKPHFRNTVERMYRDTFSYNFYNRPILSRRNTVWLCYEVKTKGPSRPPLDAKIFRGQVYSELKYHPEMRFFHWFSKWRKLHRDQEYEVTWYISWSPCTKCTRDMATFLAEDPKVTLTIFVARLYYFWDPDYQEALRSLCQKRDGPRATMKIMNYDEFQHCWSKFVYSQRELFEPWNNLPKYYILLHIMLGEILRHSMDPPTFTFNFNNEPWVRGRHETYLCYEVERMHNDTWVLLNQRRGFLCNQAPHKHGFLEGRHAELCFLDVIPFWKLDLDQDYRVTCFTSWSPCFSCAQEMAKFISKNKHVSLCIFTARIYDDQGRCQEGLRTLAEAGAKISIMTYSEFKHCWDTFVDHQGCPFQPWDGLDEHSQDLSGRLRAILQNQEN
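Read-out is eYFP fluorescence (Ex 488/Em 500-530) from Vif-expressing HeLa A3G-eYFP cells; more signal means A3G escaped Vif-mediated degradation. Cells plated overnight, compound pinned in, incubated overnight at 37 deg C.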
* = called active by the depositor; ? = inconclusive. Unless noted, the call rests on the fitted dose curve; in most records, active means well fitted curve in the direction sought with a large enough effect; inconclusive means small, poorly fitted or top-dose-only effect, or another doubt; inactive means no such curve, though single readings can be large; an effect the other way counts as inactive or inconclusive. The list is partial; the hit share may differ from the screen's.

1. CC(C)C(N)c1csc(NC(=O)Nc2ccccc2C(C)(C)C)n1 (stereo not drawn)
  Glioma ERSR ind: -1%
  LDHA block: -3
  Vif-APOBEC3G blk: -3%

2. CCNC(=O)C1CCCN(C(=O)c2ccccc2)CC1 (stereo not drawn)
  Glioma ERSR ind: -3%
  LDHA block: -2
  Vif-APOBEC3G blk: -7%

3. CC1(C(=O)Nc2ccc3c(c2)OCCO3)CCN1C(=O)c1ccco1 (stereo not drawn)
  Glioma ERSR ind: -3%
  LDHA block: -5
  Vif-APOBEC3G blk: 1%

4. CC(C)NC(=O)C1(C)CCN1C/C=C/c1ccccc1 (stereo not drawn)
  Glioma ERSR ind: -3%
  LDHA block: -2
  Vif-APOBEC3G blk: -2%

5. O=S1(=O)C[C@H](N2CCOCC2)[C@@H](COCc2ccccc2)N1
  Glioma ERSR ind: -1%
  LDHA block: -8
  Vif-APOBEC3G blk: 3%

6. CC(C)c1cccc(C(C)C)c1Nc1cn[nH]c1
  Glioma ERSR ind: -4%
  LDHA block: 6
  Vif-APOBEC3G blk: -5%

7. CCS(=O)(=O)N1CCN(C(=O)c2ccc3nc(C)c(N(C)C(=O)CCc4ccccc4)n3c2)CC1
  Glioma ERSR ind: 0%
  LDHA block: -3
  Vif-APOBEC3G blk: -1%

8. COCCN1C[C@@H](CO)O[C@@H](n2cnc3c(N(C)C(C)C)ncnc32)C1
  Glioma ERSR ind: 2%
  LDHA block: -5
  Vif-APOBEC3G blk: 2%

9. N#CC1=C(N)CCC1
  Glioma ERSR ind: -3%
  LDHA block: 3
  Vif-APOBEC3G blk: 4%

10. CNc1nc(NCc2ccc(N(C)C)cc2)c2sccc2n1
  Glioma ERSR ind: -2%
  LDHA block: 0
  Vif-APOBEC3G blk: -4%

11. CC1(C(=O)NS(=O)(=O)c2ccccc2Cl)CCN1C(=O)CCc1ccccc1 (stereo not drawn)
  Glioma ERSR ind: -2%
  LDHA block: -3
  Vif-APOBEC3G blk: -2%

12. O=C(Nc1ccc(Cl)cc1)c1ccc2sc([C@@H]3O[C@H](CO)[C@@H](O)[C@H]3O)nc2c1
  Glioma ERSR ind: 2%
  LDHA block: 3
  Vif-APOBEC3G blk: 0%

13. CC(C)C(N)c1csc(Nc2ccc(S(C)(=O)=O)cc2)n1 (stereo not drawn)
  Glioma ERSR ind: 1%
  LDHA block: -1
  Vif-APOBEC3G blk: 1%

14. COc1cccc(-c2cnc(C(O)c3ccccc3)[nH]2)c1 (stereo not drawn)
  Glioma ERSR ind: -8%
  LDHA block: -3
  Vif-APOBEC3G blk: 1%

15. Cn1c(=O)c2cc(NC(=S)NCc3ccccc3F)ccc2n1Cc1ccccc1
  Glioma ERSR ind: -2%
  LDHA block: 0
  Vif-APOBEC3G blk: -1%

16. CCc1ccc([C@@H]2CC(=O)[C@@H]3CN(S(=O)(=O)c4ccccc4)[C@H](c4ccc(OC)cc4)C[C@@H]3N2S(=O)(=O)c2ccc(C)cc2)cc1
  Glioma ERSR ind: -5%
  LDHA block: -3
  Vif-APOBEC3G blk: -2%

17. COc1ccc(CN2C[C@@H](CO)O[C@@H](n3cnc4c(NC5CC5)ncnc43)C2)cc1
  Glioma ERSR ind: -3%
  LDHA block: -9
  Vif-APOBEC3G blk: -2%

18. O=CNc1cc(-c2ccccc2Oc2ccccc2)cn2c(-c3ccc(F)cc3)cnc12
  Glioma ERSR ind: 0%
  LDHA block: -2
  Vif-APOBEC3G blk: -18%

19. O=CNc1cc(-c2ccsc2)cn2c(-c3ccccc3)cnc12
  Glioma ERSR ind: 1%
  LDHA block: 9
  Vif-APOBEC3G blk: ?

20. CC1(C(=O)Nc2ccc3nc[nH]c3c2)CCN1C(=O)C1(c2ccccc2)CCCC1 (stereo not drawn)
  Glioma ERSR ind: -1%
  LDHA block: 0
  Vif-APOBEC3G blk: -4%

Reformatted with values under each structure: part of the list above
Fields: Glioma ERSR ind	LDHA block	Vif-APOBEC3G blk
4) CC(C)NC(=O)C1(C)CCN1C/C=C/c1ccccc1 (stereo not drawn)
  -3%	-2	-2%
12) O=C(Nc1ccc(Cl)cc1)c1ccc2sc([C@@H]3O[C@H](CO)[C@@H](O)[C@H]3O)nc2c1
  2%	3	0%
9) N#CC1=C(N)CCC1
  -3%	3	4%
18) O=CNc1cc(-c2ccccc2Oc2ccccc2)cn2c(-c3ccc(F)cc3)cnc12
  0%	-2	-18%
17) COc1ccc(CN2C[C@@H](CO)O[C@@H](n3cnc4c(NC5CC5)ncnc43)C2)cc1
  -3%	-9	-2%

Only Vif-APOBEC3G blk, for some of the entries so far:
entry	mol	Vif-APOBEC3G blk
15	Cn1c(=O)c2cc(NC(=S)NCc3ccccc3F)ccc2n1Cc1ccccc1	-1%
16	CCc1ccc([C@@H]2CC(=O)[C@@H]3CN(S(=O)(=O)c4ccccc4)[C@H](c4ccc(OC)cc4)C[C@@H]3N2S(=O)(=O)c2ccc(C)cc2)cc1	-2%
17	COc1ccc(CN2C[C@@H](CO)O[C@@H](n3cnc4c(NC5CC5)ncnc43)C2)cc1	-2%

Further results:
21. CCCCCCCCC(c1nc2ccccc2[nH]1)N1CCN=C1c1cc2ccccc2[nH]1 (stereo not drawn)
  Glioma ERSR ind: -12%
  LDHA block: -9
  Vif-APOBEC3G blk: 3%

22. NS(=O)(=O)c1ccc(N=Nc2cc3ccccc3c(C(=O)O)c2O)cc1
  Glioma ERSR ind: -4%
  LDHA block: 3
  Vif-APOBEC3G blk: 5%

23. COc1ccc2oc3cc(NCCN(C)C)ccc3c(=O)c2c1
  Glioma ERSR ind: -9%
  LDHA block: 6
  Vif-APOBEC3G blk: 6%

24. CN(Cc1ccccc1)C(=O)c1csc([C@@H]2O[C@H](CO)[C@@H](O)[C@H]2O)n1
  Glioma ERSR ind: -2%
  LDHA block: 1
  Vif-APOBEC3G blk: 3%

25. COc1ccc(CC(N)c2csc(Nc3cc(NCc4ccco4)ncn3)n2)cc1 (stereo not drawn)
  Glioma ERSR ind: -3%
  LDHA block: -14
  Vif-APOBEC3G blk: -10%

26. O=C(NCc1ccco1)c1cccc(-c2ccc3nncn3c2)c1
  Glioma ERSR ind: 1%
  LDHA block: 1
  Vif-APOBEC3G blk: -3%

27. COc1ccc(C(C)(O)c2nc(-c3ccc(N(C)C)cc3)cs2)cc1 (stereo not drawn)
  Glioma ERSR ind: 3%
  LDHA block: -1
  Vif-APOBEC3G blk: -5%

28. CCNC(=O)C1(C)CCCN1C(=O)c1ccc(F)c(Cl)c1 (stereo not drawn)
  Glioma ERSR ind: -3%
  LDHA block: -9
  Vif-APOBEC3G blk: -3%

29. COc1ccc(CC(N)c2csc(NC(=O)c3ccc(OC)cc3)n2)cc1 (stereo not drawn)
  Glioma ERSR ind: -4%
  LDHA block: 3
  Vif-APOBEC3G blk: -4%

30. CC1(C(=O)Nc2nccs2)CCN1C(=O)CC(c1ccccc1)c1ccccc1 (stereo not drawn)
  Glioma ERSR ind: -3%
  LDHA block: 0
  Vif-APOBEC3G blk: 2%

Taken from above.
no. 26 | Glioma ERSR ind: 1%
no. 24 | Vif-APOBEC3G blk: 3%
no. 21 | Glioma ERSR ind: -12%
no. 30 | LDHA block: 0

Next compounds
31. COc1cccc(-c2cnc3c(NC=O)cc(-c4ccc(S(C)(=O)=O)cc4)cn23)c1
  Glioma ERSR ind: -1%
  LDHA block: -4
  Vif-APOBEC3G blk: ?

32. CC1(C(=O)NS(=O)(=O)Cc2cccc(Cl)c2)CCN1C(=O)C1CCCCC1 (stereo not drawn)
  Glioma ERSR ind: -4%
  LDHA block: -1
  Vif-APOBEC3G blk: -2%

33. CC(=O)Nc1cc(-c2ccc(N3CCN(C)CC3)cc2)cn2c(-c3ccc(F)cc3)cnc12
  Glioma ERSR ind: -11%
  LDHA block: 10
  Vif-APOBEC3G blk: ?

34. CCNC(=O)C1(C)CCN(C(=O)c2ccccc2OC(F)(F)F)C1 (stereo not drawn)
  Glioma ERSR ind: -3%
  LDHA block: -4
  Vif-APOBEC3G blk: -2%

35. CCOC(=O)C1=CCN(S(=O)(=O)c2ccccc2Br)C1c1ccc(C)cc1 (stereo not drawn)
  Glioma ERSR ind: -2%
  LDHA block: 0
  Vif-APOBEC3G blk: 0%

36. CCc1nc2ccc(C(=O)N(C)CCCN(C)C)cn2c1N(C)C(=O)C1CCCCC1
  Glioma ERSR ind: -5%
  LDHA block: -8
  Vif-APOBEC3G blk: -4%

Some of these compounds in order of the LDHA block value, lowest first.
21. CCCCCCCCC(c1nc2ccccc2[nH]1)N1CCN=C1c1cc2ccccc2[nH]1 (stereo not drawn)
  Glioma ERSR ind: -12%
  LDHA block: -9
  Vif-APOBEC3G blk: 3%

24. CN(Cc1ccccc1)C(=O)c1csc([C@@H]2O[C@H](CO)[C@@H](O)[C@H]2O)n1
  Glioma ERSR ind: -2%
  LDHA block: 1
  Vif-APOBEC3G blk: 3%

22. NS(=O)(=O)c1ccc(N=Nc2cc3ccccc3c(C(=O)O)c2O)cc1
  Glioma ERSR ind: -4%
  LDHA block: 3
  Vif-APOBEC3G blk: 5%

6. CC(C)c1cccc(C(C)C)c1Nc1cn[nH]c1
  Glioma ERSR ind: -4%
  LDHA block: 6
  Vif-APOBEC3G blk: -5%

33. CC(=O)Nc1cc(-c2ccc(N3CCN(C)CC3)cc2)cn2c(-c3ccc(F)cc3)cnc12
  Glioma ERSR ind: -11%
  LDHA block: 10
  Vif-APOBEC3G blk: ?
